SENP8 block-1: SENP8 protease inhibitors, primary screen, biochemical, luminescence | purified SENP8, Z-RLRGG-aminoluciferin cleavage | 330,000 compounds, 1.2% hits | inhibition, % at 10 µM | AID 2540, 2010; in the data active = inhibition above about 50%
HKDC1 inhibitor: HKDC1 hexokinase inhibitors, primary screen, biochemical, fluorescence, uHTS; recombinant HKDC1, G6PDH/diaphorase resazurin coupled fluorescence; 340,000 compounds, 0.16% hits; inhibition, % at 20 µM;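 active = inhibition above about 35% when tested at 20 µM, limit read from the data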;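 also: plate controls were DMSO wells with enzyme for no effect and DMSO wells lacking enzyme for full effect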
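Material: recombinant HKDC1 hexokinase; Amount: HKDC1 at 5 µg/mL; Medium: Tris pH 8.0 buffer with MgCl2, Tween-20, BSA, BME; Schedule: 90 min reaction incubation at room temperature, dark; Technique: coupled resazurin fluorescence, excitation 525 nm, emission 613 nm.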
SENP1 inh: human SENP1 catalytic domain inhibitors, primary screen, biochemical, FRET, uHTS; Sentrin-specific protease 1 (Homo sapiens), Q9P0U3; recombinant SENP1 catalytic domain, CyPet-SUMO1-YPet FRET cleavage; inhibition, % at 10 µM; 360,000 compounds, 0.21% hits;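 active = inhibition at least 30% at 10 µM, raw YFP signal under a set limit, fluorescence ratio 0.5 to 1.5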;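 also: 0% = enzyme with DMSO and 100% = no enzyme wells; some results filed as inactive read as strong as hits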
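Test system: recombinant human SENP1 catalytic domain, His6-tagged / Medium: pH 8 Tris buffer with EDTA, NaCl, BME, BSA, NP40, catalase / Also added: SUMO1 FRET substrate flanked by Cypet and Ypet, 25 nM / Times: 50 min reaction at room temperature / Signal: FRET, CFP and YFP emission / Control set: no-enzyme low control and enzyme-plus-DMSO high control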
SENP6 block: SENP6 protease inhibitors, primary screen, biochemical, luminescence, uHTS; Recombinant SENP6 catalytic domain, aminoluciferin luminescence; Sentrin-specific protease 6 (Homo sapiens), Q9GZR1; 330,000 compounds, 1.8% hits; inhibition, % at 10 µM;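 active = inhibition above about 50% at the single tested dose, limit read from the data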;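 also: plate controls were DMSO wells with enzyme for no effect and DMSO wells lacking enzyme for full effect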
PfG6PD inh: PfG6PD enzyme inhibitors, primary screen, biochemical, fluorescence intensity, uHTS; inhibition, % at 20 µM; glucose-6-phosphate dehydrogenase-6-phosphogluconolactonase (Plasmodium falciparum 3D7); PfGluPho enzyme, NADPH resazurin-diaphorase fluorescence; 350,000 compounds, 0.78% hits;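 active = inhibition reaching at least a set limit at 20 µM in the primary screen, cut at about 59% in these data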;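 also: 0% = DMSO wells with substrate and 100% = DMSO wells lacking glucose-6-phosphate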
SENP7 block: SENP7 protease inhibitors, primary screen, biochemical, luminescence, uHTS; inhibition, % at 5 µM; Sentrin-specific protease 7 (Homo sapiens), Q9BQF6; AID 434973, 2010; recombinant SENP7, Z-RLRGG-aminoluciferin luminescence, 40 min; 330,000 compounds, 1.5% hits;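 active = inhibition above about 50% at the single test dose, limit read from the data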;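 also: plate controls were DMSO with enzyme for no effect and no enzyme buffer wells for full effect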
SENP8 block-2: human SENP8 protease inhibitors, primary screen, biochemical, fluorescence, Nedd8 protein substrate, uHTS | Sentrin-specific protease 8 (Homo sapiens), Q96LD8 | inhibition, % at 20 µM | AID 602440, 2012 | 360,000 compounds, 0.64% hits | recombinant SENP8; in the data active = inhibition mostly above about 40%, no sharp cut-off; inactive = mostly below about 27%
Apaf1 inhib: inhibitors of human Apaf-1 apoptosome, primary screen, biochemical, DEVD-Rh110 fluorescence, uHTS; 330,000 compounds, 0.71% hits; inhibition, % at 20 µM; AID 489030, 2010; reconstituted apoptosome caspase-3 activity; active = inhibition of at least 40% at 20 µM;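 also: plate controls were DMSO wells for no effect and DEVD-CHO caspase inhibitor wells for full effect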
Target sequence (O14727 whole entry, looked up): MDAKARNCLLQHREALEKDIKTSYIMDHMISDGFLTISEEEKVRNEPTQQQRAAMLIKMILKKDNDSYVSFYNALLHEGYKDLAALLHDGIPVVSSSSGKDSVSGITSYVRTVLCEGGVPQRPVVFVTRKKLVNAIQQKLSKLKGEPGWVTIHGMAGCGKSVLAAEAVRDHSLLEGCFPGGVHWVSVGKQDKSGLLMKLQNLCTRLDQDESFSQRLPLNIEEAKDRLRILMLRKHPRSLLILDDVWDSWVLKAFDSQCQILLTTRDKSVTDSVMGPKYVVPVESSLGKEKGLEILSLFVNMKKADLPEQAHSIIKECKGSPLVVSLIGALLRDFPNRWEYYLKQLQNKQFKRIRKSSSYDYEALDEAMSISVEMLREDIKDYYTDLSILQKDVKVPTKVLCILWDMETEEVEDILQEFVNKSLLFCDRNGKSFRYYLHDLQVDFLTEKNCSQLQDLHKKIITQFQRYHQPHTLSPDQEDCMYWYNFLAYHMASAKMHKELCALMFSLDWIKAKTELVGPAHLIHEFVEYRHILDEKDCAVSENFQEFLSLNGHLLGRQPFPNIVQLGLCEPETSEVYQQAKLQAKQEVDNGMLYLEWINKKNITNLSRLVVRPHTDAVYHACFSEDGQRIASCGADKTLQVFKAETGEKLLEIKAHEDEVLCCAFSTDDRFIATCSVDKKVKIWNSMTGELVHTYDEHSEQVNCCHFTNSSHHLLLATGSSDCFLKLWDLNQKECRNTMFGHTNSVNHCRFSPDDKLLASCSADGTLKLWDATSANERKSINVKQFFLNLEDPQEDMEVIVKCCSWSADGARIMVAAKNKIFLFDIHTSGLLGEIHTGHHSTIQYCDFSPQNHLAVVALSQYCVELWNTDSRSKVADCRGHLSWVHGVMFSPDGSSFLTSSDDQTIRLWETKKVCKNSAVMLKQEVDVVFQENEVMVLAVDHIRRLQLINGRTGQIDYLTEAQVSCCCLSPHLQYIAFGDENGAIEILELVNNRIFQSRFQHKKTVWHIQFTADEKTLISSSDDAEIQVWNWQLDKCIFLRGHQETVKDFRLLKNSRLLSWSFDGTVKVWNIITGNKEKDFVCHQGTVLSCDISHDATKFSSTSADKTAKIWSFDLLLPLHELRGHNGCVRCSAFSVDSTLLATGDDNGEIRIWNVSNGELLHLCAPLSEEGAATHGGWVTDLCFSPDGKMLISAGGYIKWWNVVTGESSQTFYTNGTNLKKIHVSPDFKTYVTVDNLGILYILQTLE
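Material: reconstituted apoptosome with Apaf-1, cytochrome c, caspase-9, procaspase-3, dATP; medium: pH 7.5 Hepes buffer with CHAPS, BSA, DTT; also added: cytochrome c and DEVD-Rh110 substrate; timing: 30 min plus 50 min, RT; signal: Rh110 fluorescence intensity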
* = called active by the depositor; . = no result given. The order is random (roughly 3.6% active in at least one column).

SMILES | SENP8 block-1 | HKDC1 inhibitor | SENP1 inh | SENP6 block | PfG6PD inh | SENP7 block | SENP8 block-2 | Apaf1 inhib
C[C@H](NC(=O)c1ccco1)C(=O)Nc1nnc(SCc2ccccc2)s1 | -18 | 0 | 2 | -6 | -21 | -5 | 11 | 8
CC(C)(C)C(=O)Cn1c(NCCO)nc2ccccc21 | -7 | -5 | 0 | -6 | -21 | -12 | 14 | 1
N=C(N)c1ccc(O)cc1 | 0 | -6 | 0 | 11 | -19 | -3 | 5 | 9
Cc1ccc(CN(C)C(=O)CCNS(=O)(=O)c2ccccc2)o1 | -11 | -5 | -2 | -12 | 7 | -3 | 7 | 5
O=C(CSCC(=O)NC1CCCC1)Nc1ccccc1 | 5 | -9 | 3 | 5 | 6 | 5 | -6 | 15
Cc1ccc(N(Cc2ccccc2)C(=O)c2ccc(F)cc2)cc1 | -12 | 0 | -4 | -5 | -3 | -1 | 6 | 13
COc1ccccc1N1CCN(C(=O)c2ccc(Cn3c(=O)[nH]c4ccsc4c3=O)cc2)CC1 | 3 | -6 | 0 | -7 | 6 | 7 | -2 | -3
COc1cccc(Oc2ccc(OC)cc2C(=O)O)c1 | 0 | 2 | 1 | -6 | 20 | 4 | -9 | -5
COc1ccc(Cl)cc1C1=CC(=O)C[C@H](c2ccc(F)cc2)C1 | -13 | 5 | 3 | -19 | 15 | -5 | -23 | 17
COc1ccc(C(=O)N(C(C)C)C(C)C)c(OC)c1 | -1 | -3 | -1 | -16 | 4 | 10 | 33 | -6
COc1ccccc1C(=O)N/C(=C\c1ccc(Br)cc1)C(=O)N1CCCC1 | 2 | -23 | 2 | -9 | -15 | 1 | -4 | -7
CC(C)(C)c1ccc2c(c1)C(c1ccc3c(c1)OCO3)CC(=O)O2 (stereo not drawn) | . | 11 | -1 | . | -26 | -2 | 3 | 15
O=C(C1CCCN(S(=O)(=O)c2cnc[nH]2)C1)N1CCN(c2ccc(Cl)cc2)CC1 (stereo not drawn) | -6 | 1 | -3 | 4 | -11 | -9 | 4 | 8
O=C(O)c1cccc(-n2cccc2C=C2C(=O)c3ccccc3C2=O)c1 | 0 | 9 | -59 | 5 | -8 | -3 | 30 | 7
COc1cccc(OC)c1C(=O)OCCCOC(=O)c1c(OC)cccc1OC | -7 | -7 | -1 | 4 | 8 | -10 | 12 | -5
CC(C)(C)c1ccc(C(=O)N2CCN(c3nc4ccccc4o3)CC2)cc1 | 7 | -6 | 3 | -4 | 4 | 10 | 7 | 18
CCN(CC)C1CCN(C(=O)c2ccc(OC3CCN(CCc4ccccc4)CC3)cc2)C1 (stereo not drawn) | 1 | 4 | -1 | -2 | -5 | 10 | 10 | 12
CC(C)COc1ccc(/C(=N/O)c2ccccc2)cc1 | -10 | -1 | 3 | -14 | 4 | 1 | 16 | 11
COc1cc(/C=N/Nc2ccc3ccccc3c2)ccc1OC(=O)c1ccco1 | 0 | 15 | -31 | -7 | 14 | 4 | -107 | -4
COc1ccc(C(=O)NC(C(=O)OCC(=O)Nc2sccc2C(N)=O)C(C)C)cc1 (stereo not drawn) | -8 | 2 | -3 | -4 | 6 | 1 | 5 | 11
CCCCOc1ccc(-c2cc(C(F)(F)F)c(C#N)c(SCC(=O)O)n2)cc1 | -4 | -2 | 42 | -7 | 19 | 7 | -374 | 27
COc1ccc(C(=O)Oc2cc(C)c(CN3CCOCC3)cc2C)cc1OC | 7 | -3 | -1 | -6 | -9 | -1 | 10 | -8
C=C(C)C(=O)Nc1cccc(C2=NOC3(C2)C[C@@H](C(N)=O)N(C(=O)c2ccc(Cl)cc2)C3)c1 (stereo partly drawn) | -4 | 8 | . | -30 | 1 | -1 | . | -204
O=C(CSc1nnc(-c2ccccn2)o1)Nc1ccc(F)cc1 | -3 | 1 | 1 | -4 | -12 | -1 | 2 | 1
Cc1ccc(CCNC(=O)C2CCCN(S(=O)(=O)c3c(C)nn(C)c3C)C2)cc1 (stereo not drawn) | 3 | -7 | -1 | -4 | 12 | 7 | 1 | 4
CCc1ccc(NC(=O)Cn2nc(C(=O)O)c3ccccc3c2=O)cc1 | 4 | 3 | -2 | -25 | 1 | 1 | 16 | 22
COc1cc(F)ccc1S(=O)(=O)N1CCN(c2ccccc2)CC1 | 15 | -3 | 1 | 7 | -10 | 1 | 20 | 14
O=c1ccc(NS(=O)(=O)c2ccc(Cl)cc2)cn1Cc1ccc(Cl)c(Cl)c1 | -2 | 9 | -34 | 16 | -18 | 0 | 20 | 22
CCC1CCCCN1Cc1ccc(CNC(=O)CCc2nnc3ccc(N4CCCCC4)nn23)o1 (stereo not drawn) | 0 | -5 | -3 | 1 | -6 | 11 | 1 | -5
O=Cc1cn(CC(=O)N2CCCCCC2)c2ccccc12 | 1 | -5 | 0 | -5 | -4 | 10 | 25 | -14
Nc1nc(NCC(=O)O)nc(NC2CCCCC2)c1[N+](=O)[O-] | 0 | -2 | 3 | 12 | 1 | -3 | 18 | 5
Cc1ccc(-c2csc3ncnc(Cl)c23)cc1 | -3 | 0 | -3 | 6 | 1 | 10 | 3 | -18
O=C(NCCCN1CCCC1)c1cccc(N2CCCC2=O)c1 | -12 | -6 | -1 | -22 | -14 | -2 | 19 | 13
O=C1C2CCC(C2)C1CN1CCOCC1 (stereo not drawn) | . | -3 | 1 | . | 2 | . | 8 | .
CC1=C(C(=O)NC2CCCc3c2cnn3-c2cc(F)cc(F)c2)OCCO1 (stereo not drawn) | -2 | -5 | 1 | 1 | -7 | -8 | 2 | 5
COc1ccccc1N(C)S(=O)(=O)c1ccc(C(=O)OCC(=O)NCc2cccs2)cc1 | 5 | -4 | 2 | 4 | 1 | 2 | 22 | 6
COc1ncnc2c1oc1nc(CC(C)C)c3c(c12)CCCC3 | . | 5 | 3 | . | 24 | . | 17 | .
COc1cccc(CN(C)C(=O)c2ccc(COc3ccc(Cl)cc3)cc2)c1OC | -3 | -2 | -1 | 30 | 15 | 7 | -2 | 26
Cc1ccc(-n2cccc2/C=N/n2cnnc2)cc1Cl | -4 | -1 | 1 | -16 | 21 | -8 | 12 | 12
Cc1ccccc1CS(=O)(=O)c1cnc2ccccc2n1 | -4 | 3 | -3 | -9 | 20 | 4 | 10 | -1

Shown comma-delimited: 2 of the compounds above
molecule,SENP8 block-1,HKDC1 inhibitor,SENP1 inh,SENP6 block,PfG6PD inh,SENP7 block,SENP8 block-2,Apaf1 inhib
COc1ccccc1C(=O)N/C(=C\c1ccc(Br)cc1)C(=O)N1CCCC1,2,-23,2,-9,-15,1,-4,-7
CC(C)(C)c1ccc2c(c1)C(c1ccc3c(c1)OCO3)CC(=O)O2 (stereo not drawn),.,11,-1,.,-26,-2,3,15

Four entries out of the list, arranged by length of the SMILES, smallest number first.
SMILES | SENP8 block-1 | HKDC1 inhibitor | SENP1 inh | SENP6 block | PfG6PD inh | SENP7 block | SENP8 block-2 | Apaf1 inhib
O=C(CSCC(=O)NC1CCCC1)Nc1ccccc1 | 5 | -9 | 3 | 5 | 6 | 5 | -6 | 15
Cc1ccc(-n2cccc2/C=N/n2cnnc2)cc1Cl | -4 | -1 | 1 | -16 | 21 | -8 | 12 | 12
COc1ccc(C(=O)N(C(C)C)C(C)C)c(OC)c1 | -1 | -3 | -1 | -16 | 4 | 10 | 33 | -6
COc1ccccc1N(C)S(=O)(=O)c1ccc(C(=O)OCC(=O)NCc2cccs2)cc1 | 5 | -4 | 2 | 4 | 1 | 2 | 22 | 6

(further entries)
SMILES | SENP8 block-1 | HKDC1 inhibitor | SENP1 inh | SENP6 block | PfG6PD inh | SENP7 block | SENP8 block-2 | Apaf1 inhib
C/C(CCc1ccccc1)=N\NC(=O)CCc1ccccc1 | 3 | -7 | 0 | 15 | 10 | 6 | 9 | 9
COc1ccc2c(c1OC)C(=O)N1C2SC[C@H]1C(=O)NC1CC1 (stereo partly drawn) | -3 | -4 | -3 | 6 | -6 | -9 | -5 | -2
CCOC(=O)N1CCN(c2nc(-c3ccc(Cl)cc3)cs2)CC1 | -10 | -9 | 0 | -7 | 4 | -6 | 2 | 19
Cc1cc(C)c2c(n1)sc1c(N3CCN(CCO)CC3)ncnc12 | 8 | 10 | -2 | -11 | 41 | -6 | -7 | -11
COC(=O)c1cccc(NC(=O)Cn2cnc3ccccc3c2=O)c1 | -1 | -2 | 2 | -3 | -8 | -1 | 12 | -9
Cc1nn(Cc2ccc(Cl)cc2)c2sc(C(=O)O)cc12 | 3 | -7 | -2 | -1 | -10 | -5 | -6 | 1
CCN(C(=O)COC(=O)c1nccnc1N)c1cccc2ccccc12 | -8 | -16 | -13 | 1 | -10 | -6 | -496 | 4
O=C(CCCn1c(=S)[nH]c2cc3c(cc2c1=O)OCO3)NCc1ccco1 | -5 | -4 | 0 | -10 | 16 | -3 | 6 | 4
Cc1ccc(S(=O)(=O)N2CCCCC2CCNC(=O)C(=O)NCc2ccccc2)cc1 (stereo not drawn) | 19 | -5 | 0 | 10 | 14 | -1 | 8 | 25
Cc1c(C)n(Cc2ccc(Cl)cc2)c2ccc(C(=O)NCCN3CCOCC3)cc12 | -8 | 2 | 1 | 2 | -9 | -6 | -37 | -11
Cc1cc(F)ccc1S(=O)(=O)N1CCCOC1CNC(=O)C(=O)NCCc1ccccc1 (stereo not drawn) | 2 | 4 | -1 | 2 | 6 | -1 | 8 | 8
CCCNC(=O)CC1Sc2ccccc2NC1=O (stereo not drawn) | 6 | 14 | 0 | -9 | 15 | 3 | 25 | -12
COc1cccc(-n2c(Cc3cc(=O)[nH]c(=O)[nH]3)nnc2SCC(=O)N2CCC(C)CC2)c1 | 5 | -3 | 7 | -7 | -4 | -6 | 6 | 3
CCOC(=O)N1CCC(NC(=O)c2sc(-n3cccc3)nc2C)CC1 | 2 | -12 | 0 | 14 | 19 | 8 | 14 | -2
C[C@]12CC(O)C3C(CCC4=CC(=O)CC[C@@]43C)C1CCC2c1csc(-c2ccccc2)n1 (stereo partly drawn) | -11 | -7 | 1 | -8 | 8 | -14 | 15 | 30
COc1ccc(NC(=O)C2CCN(C(=O)c3ccco3)CC2)c(OC)c1 | 5 | -5 | 2 | 33 | -17 | 7 | 10 | 12
CCOc1ccc(NC(=O)c2ccc(Cn3nc(C)cc3C)o2)cc1 | 9 | -4 | -1 | -6 | -6 | 1 | 1 | 8
C/C(=N\OCc1ccccc1C#N)c1cc2ccccc2o1 | -15 | 3 | 3 | 0 | -2 | -12 | 7 | 10
CCOC(=O)C1=C(O)/C(=C\c2ccc(O)c(OCC)c2)N=C1C | 7 | 1 | -13 | 2 | 19 | 3 | -144 | -10
COc1cc([N+](=O)[O-])ccc1NC(=O)NCCCN1CCCC1=O | 10 | -1 | -1 | 0 | 4 | -5 | 30 | -4
CCc1nc(SCC(=O)NCC2CCCO2)c2c(=O)n(C)c(=O)n(C)c2n1 (stereo not drawn) | 4 | -4 | 2 | 4 | -6 | 5 | -6 | 7
